Bcl-B displacement = displacers of TR3 peptide from Bcl-B, primary screen, selectivity assay for Bfl-1 inhibitor project, biochemical, fluorescence polarization; FP displacement of FITC-TR3 peptide from Bcl-B; higher % means a stronger effect; displacement, % at 20 µM, or IC50 in µM where a hit was titrated; actives 0.11% (n = 96,000);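 active means displacement above 50% at 20 µM plus a fluorescence interference ratio under 1.5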;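 further: plate controls were wells without compound for no effect and wells lacking Bcl-B protein for full effect; a part of the inactive calls stands beside numbers as strong as those of hits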
NFkB transloc inh = blocks IL-1B driven NFkB nuclear translocation in HUVEC cells; HUVEC IL-1B NFkB p65 nuclear translocation imaging; inhibition, % at 2 µM; actives 0.43% (n = 94,000); AID 796;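 active means inhibition above about 30% together with a positive call from visual inspection of the well image, limit read from the data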;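 further: nuclear over cytoplasmic p65 intensity ratio measured by imaging; 0% = IL-1B stimulated DMSO wells and 100% = unstimulated DMSO wells; values of inactives mirror those of a sister screen read the other way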
NFkB transloc pot = enhances IL-1B driven NFkB nuclear translocation; activation, % at 2 µM; HUVEC IL-1B NFkB p65 nuclear translocation imaging; actives 0.3% (n = 94,000);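 active means activation above 40%, about the mean plus 3 SD, also judged a hit on visual image review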;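 further: percent activation is computed from the nuclear over cytoplasmic p65 intensity ratio; values of inactives mirror those of a sister screen read the other way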
MRP reversal = reverses drug resistance mediated by MRP | H69AR cells + 2 uM doxorubicin, CellTiter-Glo, 72 h | differential viability (reversal), % at 10 µM | actives 0.04% (n = 85,000);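 active means viability drop by adding the cancer drug above about 55%, with treated viability meeting a 40% cutoff, limit read from the data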;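 further: viability without doxorubicin minus viability with 2 µM doxorubicin for each compound; larger differential means the compound sensitizes cells more to doxorubicin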
PLAP inhibition = inhibition of human placental alkaline phosphatase – biochemical, luminescence, HTS (AID 690). actives 0.08% (n = 96,000). one-dose inhibition, % at 20 µM; IC50 in µM for titrated hits. purified PLAP, luminescent substrate; higher % means a stronger effect; in the data active means a potency from the dose series; inactive means the rest, 99 in 100 with inhibition below about 30%; further: strong numbers were not always called active
MRP reversal cytotoxicity = recorded beside MRP reversal, whose call it bears; viability, %; H69AR cells, CellTiter-Glo, 72 h; measured here: cytotoxicity without doxorubicin
MRP reversal with doxorubicin = also measured in MRP reversal; calls as there; viability, %; measured here: viability with 2 uM doxorubicin; stronger effect = lower value
NFkB transloc inh cell count 2 µM = recorded beside NFkB transloc inh, whose call it bears; cell count; measured here: cells passing quality filter;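 raw number of nuclei counted in each imaged well without normalization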
NFkB transloc pot cell count 2 µM = second read-out of NFkB transloc pot, no call of its own (marks repeat the call); cell count; measured here: cells passing quality filter
* marks the source's active call; other numbers are inactive results; x = no result given. These rows are one share of the data. The share of hits here may be higher or lower than overall.

structure | NFkB transloc pot cell count 2 µM | PLAP inhibition | MRP reversal with doxorubicin | NFkB transloc inh cell count 2 µM | Bcl-B displacement | MRP reversal | NFkB transloc inh | NFkB transloc pot | MRP reversal cytotoxicity
O=C(NC(=S)Nc1cc([N+](=O)[O-])ccc1Cl)c1ccccc1 | x | 9% | 73 | x | 7% | -9 | x | x | 64
CCOC(=O)C1CSC(CC(=O)Nc2ccc(OCC)cc2)C(=O)N1 (stereo not drawn) | 151 | x | 82 | 151 | x | 4 | -18 | 18 | 87
CN1CCN(C(=O)CCNC(=O)Cn2ccc3ccccc3c2=O)CC1 | 176 | 7% | x | 176 | -15% | x | -4 | 4 | x
COc1ccccc1-c1nn2c(-c3ccccc3Cl)nnc2s1 | x | 8% | 88 | x | 6% | -7 | x | x | 80
Cc1nc2c3ccccc3n(CC#N)c(=O)n2n1 | 176 | -4% | 93 | 176 | -5% | 4 | -2 | 3 | 97
CCc1ccc(N(C(=O)C(F)(F)F)C(C(=O)NC2CCCCC2)c2ccncc2)cc1 (stereo not drawn) | 160 | 4% | x | 160 | 0% | x | -2 | 2 | x
C/C(NC(=O)c1cccs1)=C1\C(=O)C[C@@H]2[C@H]1C2(C)C | 114 | 5% | 83 | 114 | 3% | 1 | -33 | 33 | 84
COc1ccc(Br)cc1C(=O)Nc1ccc(N2CCN(S(C)(=O)=O)CC2)cc1 | 80 | 22% | 71 | 80 | 3% | -4 | -5 | 5 | 68
CCn1nnnc1SCC(=O)c1ccc(C)cc1 | 135 | x | 98 | 135 | x | 14 | -36 | 36 | 112
COc1ccc(C(O)P(=O)(OC2CCCCC2)c2ccc(N(C)C)cc2)cc1OC (stereo not drawn) | 92 | -52% | 84 | 92 | 4% | -2 | -13 | 13 | 82
COc1cccc(C(=O)OCCN2CCCCC2)c1 | 109 | x | 89 | 109 | x | -4 | 21 | -21 | 85
Cc1c(Cl)cccc1NC(=O)c1ccc(-n2ccnc2)nc1 | 166 | -10% | x | 166 | -4% | x | -4 | 4 | x
COc1ccc(CNC(=O)C2CCN(S(=O)(=O)c3cc(OC)ccc3OC)CC2)cc1 | 148 | -10% | 77 | 148 | -3% | 10 | -28 | 28 | 87
O=C(NC1CC1)c1nc2c(nnn2Cc2ccccc2Cl)c(=O)[nH]1 | 143 | x | 95 | 143 | x | 7 | -18 | 18 | 101
COC(=O)CN1C(=O)N(c2ccccc2)C(N(O)C(=O)Nc2ccccc2)C1(C)C (stereo not drawn) | 105 | 0% | 92 | 105 | 5% | 6 | -13 | 13 | 98
Cc1nc(CCNC(=O)c2cccs2)cs1 | 112 | x | 90 | 112 | x | 0 | 0 | 0 | 90
O=C(CC12CC3CC(CC(C3)C1)C2)NCc1ccncc1 | 182 | -17% | 104 | 182 | -3% | -6 | -2 | 2 | 98
COC(=O)C1CSC(C(=O)OC)N1C(=O)Nc1ccccc1 (stereo not drawn) | 138 | -1% | x | 138 | -3% | x | 22 | -22 | x
CC(Sc1ccc(Cl)cc1)C(=O)NCc1cccnc1 (stereo not drawn) | 168 | 4% | 90 | 168 | -8% | 12 | -13 | 13 | 102
COc1ccccc1OCCCn1cc(C#N)c2ccccc21 | 107 | 11% | 83 | 107 | -10% | -2 | -6 | 6 | 81
COC(=O)c1c(N)n(-c2ccc(N3CCOCC3)cc2)c2nc3ccccc3nc12 | x | 13% | 83 | x | -1% | -22 | x | x | 61
CCCCOc1ccc(C(C)(O)CCN2CCOCC2)cc1 (stereo not drawn) | x | -30% | 99 | x | -5% | -7 | x | x | 92
Cc1ccc(-n2nnnc2SCC(=O)N2CC(=O)Nc3ccccc32)cc1 | 149 | 12% | x | 149 | -45% | x | 7 | -7 | x
CCOC(=O)c1cnc2ccc(Cl)cc2c1N1CCN(C)CC1 | 114 | -55% | 68 | 114 | -3% | 17 | -11 | 11 | 85
N#CC1=C(N)OC2=C(CN(Cc3ccccc3)C/C2=C\c2cccnc2)C1c1cccnc1 (stereo not drawn) | 96 | 1% | x | 96 | 5% | x | -4 | 4 | x
O=C1Nc2ccc(Br)cc2/C1=N/N=C/C1=C(N2CCOCC2)C(=C\c2ccccc2)/CC1 | 155 | 46µM* | x | 155 | 23% | x | -17 | 17 | x
O=C1CC(=O)N(Cc2cccs2)C(=O)N1 | 173 | -14% | 100 | 173 | -6% | -7 | -8 | 8 | 93
COc1ccc(CNc2ncnc3cc(OC)c(OC)cc23)cc1 | 100 | 5% | x | 100 | -2% | x | 4 | -4 | x
COc1cc(C(=O)NC2CC3CCCC(C2)N3C2CC2)cc(OC)c1OC (stereo not drawn) | x | -52% | 91 | x | 1% | 10 | x | x | 100
CCOc1ccc(NC(=O)CSc2nc3cccnc3n2CCOC)cc1 | 70 | -36% | 77 | 70 | 0% | -4 | 2 | -2 | 72
Cc1ccc(S(=O)(=O)N2CCC(C(=O)NCc3ccccc3Cl)CC2)cc1 | 172 | -6% | 91 | 172 | -2% | 8 | -11 | 11 | 98
Cc1onc(-c2ccccc2Cl)c1C(=O)OCC(=O)c1ccccc1 | 159 | 30% | 84 | 159 | -5% | 13 | 26 | -26 | 97
O=C(CSc1nnc(CNC(=O)c2cccs2)o1)c1ccc(Cl)cc1 | 76 | 28% | 78 | 76 | -3% | 8 | -10 | 10 | 86
COC(=O)c1ccc(Cl)c(NC(=O)CN2CCOCC2)c1 | 121 | 17% | 84 | 121 | -12% | -14 | -4 | 4 | 71
CCn1c(SCc2nc3ccccc3s2)nnc1-c1cccs1 | 158 | -12% | x | 158 | -10% | x | -2 | 2 | x
CN1C(=O)CC(N2CCC(c3nc4ccccc4s3)CC2)C1=O (stereo not drawn) | 111 | x | 105 | 111 | x | -4 | -8 | 8 | 101
C=CCn1c(Sc2nnc(C)s2)nc2c1c(=O)[nH]c(=O)n2C | 129 | 15% | 87 | 129 | -8% | 12 | -26 | 26 | 99
COc1ccccc1-c1nnc2n1N=C(C(C)(C)C)CS2 | 39 | -3% | 82 | 39 | -4% | -3 | -32 | 32 | 79
O=C(Nc1ccc2c(c1)CCC2)c1ccc(Br)o1 | 173 | 32% | x | 173 | 3% | x | -16 | 16 | x
Cc1cc(OCC(=O)Nc2ccccc2F)nc(C(C)C)n1 | 137 | 28% | x | 137 | -12% | x | -13 | 13 | x

PLAP inhibition, what is marked active above
SMILES | NFkB transloc pot cell count 2 µM | PLAP inhibition | Bcl-B displacement | NFkB transloc pot
O=C1Nc2ccc(Br)cc2/C1=N/N=C/C1=C(N2CCOCC2)C(=C\c2ccccc2)/CC1 | 155 | 46µM* | 23% | 17

Remaining list, next part
structure | NFkB transloc pot cell count 2 µM | PLAP inhibition | MRP reversal with doxorubicin | NFkB transloc inh cell count 2 µM | Bcl-B displacement | MRP reversal | NFkB transloc inh | NFkB transloc pot | MRP reversal cytotoxicity
CC(=Nc1ccc(O)cc1)c1sc2ccccc2c1O | 185 | 8% | 109 | 185 | 9% | -12 | 10 | -10 | 97
COC(=O)[C@H](CCSC)NC(=O)Nc1ccc(C(C)C)cc1 | 129 | 18% | 99 | 129 | -3% | 2 | -5 | 5 | 101
COc1ccc(-c2[nH]ncc2-c2ccc3c(c2)OCCO3)c(O)c1 | x | -107% | x | x | -2% | x | x | x | x
CC(=O)Nc1ccc(N2C(C(C)=O)=NN(c3ccc(Cl)cc3)C2c2sccc2C)cc1 (stereo not drawn) | 107 | x | 71 | 107 | x | -34 | -12 | 12 | 38
COc1ccccc1N(CC(=O)NCc1ccccn1)S(C)(=O)=O | 175 | 17% | 92 | 175 | 2% | 3 | -7 | 7 | 95
Cc1nnc(SCC(=O)NC(C)c2ccccc2)[nH]c1=O (stereo not drawn) | x | -16% | 93 | x | 5% | 3 | x | x | 96
COc1ccc(CCNC(=O)Cc2nn(C)c(=O)c3ccccc23)cc1OC | 114 | 1% | 96 | 114 | -2% | 9 | -8 | 8 | 106
Nc1cc(=O)nc(SCC(=O)Nc2cccc3ccccc23)n1CCc1ccccc1 | 155 | -32% | x | 155 | -6% | x | 7 | -7 | x
COc1ccc(Nc2cc(C)nc3ncnn23)c(OC)c1 | 183 | -15% | 85 | 183 | -10% | 5 | 0 | 0 | 90
Cc1ccc(NC(=O)c2noc3c2CCc2ccccc2-3)cc1 | 177 | 22% | 86 | 177 | -11% | -16 | -17 | 17 | 69
COc1ccc(S(=O)(=O)n2oc(=O)cc2-c2ccccc2)cc1 | 177 | 6% | 97 | 177 | -17% | 7 | -23 | 23 | 104
Cn1c(/C(C#N)=N/O)nc2ccccc21 | 175 | x | 87 | 175 | x | 8 | 6 | -6 | 94
c1ccc2c3nnc4n(c-3nc2c1)CCCS4 | 132 | 6% | 74 | 132 | -5% | 31 | -15 | 15 | 106
O=C(Nc1nccs1)C1CCCN1S(=O)(=O)c1ccc(F)cc1 (stereo not drawn) | 143 | 10% | 81 | 143 | -10% | 6 | -17 | 17 | 87
COc1ccc(OC)c(/C=N\NC(=O)CSc2nnc(CCCc3ccc(OC)c(C)c3)o2)c1 | 204 | -7% | x | 204 | -3% | x | -18 | 18 | x
Cn1ccnc1Sc1nc(Nc2cccc(Cl)c2)nc(N2CCOCC2)n1 | 195 | -1% | 75 | 195 | 1% | -15 | -20 | 20 | 60
COc1cc(OC)c(NC(=S)Nc2cccc(C(C)=O)c2)cc1Cl | 139 | 1% | x | 139 | 1% | x | 7 | -7 | x
COC(=O)Cn1c(C)c(C#N)c2ccccc21 | 100 | x | 90 | 100 | x | -3 | -1 | 1 | 88
O=C(CCC(=O)c1cccs1)OCC(=O)c1ccc(Cl)s1 | x | 4% | 108 | x | -3% | -5 | x | x | 104
Oc1ccc(CNc2ccccc2O)cc1 | 169 | -26% | 72 | 169 | 3% | -17 | -8 | 8 | 55

Pulled one by one from the entries so far:
structure | NFkB transloc pot cell count 2 µM | PLAP inhibition | MRP reversal with doxorubicin | NFkB transloc inh cell count 2 µM | Bcl-B displacement | MRP reversal | NFkB transloc inh | NFkB transloc pot | MRP reversal cytotoxicity
Nc1cc(=O)nc(SCC(=O)Nc2cccc3ccccc23)n1CCc1ccccc1 | 155 | -32% | x | 155 | -6% | x | 7 | -7 | x
Cc1ccc(NC(=O)c2noc3c2CCc2ccccc2-3)cc1 | 177 | 22% | 86 | 177 | -11% | -16 | -17 | 17 | 69

Continuation.
structure | NFkB transloc pot cell count 2 µM | PLAP inhibition | MRP reversal with doxorubicin | NFkB transloc inh cell count 2 µM | Bcl-B displacement | MRP reversal | NFkB transloc inh | NFkB transloc pot | MRP reversal cytotoxicity
Cc1cccc(NC(=O)c2sc(C)nc2C)c1 | 81 | x | 96 | 81 | x | -12 | 5 | -5 | 84
Cc1nnc2n1N=CC=C(c1ccccc1)S2 | 124 | 13% | 65 | 124 | -6% | -23 | -19 | 19 | 42
O=C(CC1SC(=Nc2ccccc2)N(CCCCO)C1=O)NCc1ccccc1 (stereo not drawn) | 164 | -28% | 77 | 164 | -12% | 19 | 7 | -7 | 96
CC(C)(C)c1ccc(S(=O)(=O)NCc2ccc(C(=O)N3CCCC3)cc2)cc1 | 148 | 13% | 91 | 148 | -3% | 4 | 4 | -4 | 96
CCOc1cc(/C=N\NC(=O)c2ccc(NC(=O)CC)cc2)ccc1OC(=O)c1ccccc1 | 135 | 1% | x | 135 | -5% | x | 25 | -25 | x
CCCCCOC(=O)CSc1nc2c(c(=O)[nH]c(=O)n2C)n1Cc1ccc(Cl)cc1 | 81 | 2% | x | 81 | 0% | x | 10 | -10 | x
Cc1ccc(-n2c(C)csc2=N)cc1 | 182 | 22% | x | 182 | 0% | x | -38 | 37 | x
COC(=O)CN1C(=O)S/C(=C/c2ccc(N3CCCCC3)o2)C1=O | 133 | -26% | x | 133 | -156% | x | 12 | -12 | x
CCN1CCN(C(=O)Nc2ccc(Cc3ccc(NC(=O)N4CCN(CC)CC4)cc3)cc2)CC1 | 149 | -104% | 68 | 149 | -4% | 17 | 2 | -2 | 85
CC(C)N1C(=O)C2C(C(=O)NC3CCCCC3)C3C=CC2(O3)C1C(=O)NC1CCCCC1 (stereo not drawn) | 54 | 3% | 103 | 54 | 8% | -5 | -1 | 1 | 97
C=CCOc1nc2c(c(=O)n(C)c(=O)n2C)n1Cc1ccccc1Cl | 132 | -42% | 57 | 132 | -16% | -19 | -21 | 21 | 38

High-throughput results (PubChem BioAssay)
